Screening data: PubChem BioAssay, National Center for Advancing Translational Sciences (NCATS)
TRHR enhancer – qHTS for Small Molecule Agonists and Allosteric Enhancers of Human TRH Receptor: Primary Screen for Enhancers. Thyrotropin-releasing hormone receptor (Homo sapiens), P34981. TRHR cells, fluo-8 calcium fluorescence, EC20 TRH enhancement. enhancement, % at 2 µM. hit rate 0.66% among 360,000. AID 493056, 2011; in the data active = enhancement above about 30%; also: 0% is about no effect
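Enhancer read-out: after compound pinning and an initial kinetic agonist-mode read, an EC20 of TRH (10 nM final) was injected and fluo-8 calcium signal (Ex 480/Em 530) followed at 1 s/cycle for 100 cycles in TRHR-expressing cells.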
D2 ag – HTS Assay for Allosteric Agonists of the Human D2 Dopamine Receptor: Primary Screen for Agonists; hit rate 0.53% among 340,000; HEK293 T-REx D2 cells, calcium flux agonist mode; activation, % at 2 µM; D(2) dopamine receptor (Homo sapiens), P14416;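 active = activation over 3 SD above normal in the single-dose calcium agonist read, cut at about 30% in these data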; also: 0% is about no effect
Target sequence (P14416 whole entry, looked up): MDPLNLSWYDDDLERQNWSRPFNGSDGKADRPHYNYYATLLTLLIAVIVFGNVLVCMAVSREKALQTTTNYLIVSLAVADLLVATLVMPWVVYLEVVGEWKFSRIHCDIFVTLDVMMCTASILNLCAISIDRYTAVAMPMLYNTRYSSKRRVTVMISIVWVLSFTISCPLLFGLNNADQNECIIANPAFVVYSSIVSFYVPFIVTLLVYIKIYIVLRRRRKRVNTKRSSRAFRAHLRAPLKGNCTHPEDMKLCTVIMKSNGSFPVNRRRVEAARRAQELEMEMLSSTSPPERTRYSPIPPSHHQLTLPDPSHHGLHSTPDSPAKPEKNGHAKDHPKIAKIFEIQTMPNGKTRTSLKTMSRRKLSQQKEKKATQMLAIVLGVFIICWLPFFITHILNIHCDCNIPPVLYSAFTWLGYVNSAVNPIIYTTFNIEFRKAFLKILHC
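Agonism is scored from calcium flux in a force-coupled, inducible HEK293 cell line expressing D2, read kinetically for 180 s after compound addition against dopamine controls.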
TrxR1 inh – qHTS Assay for Inhibitors of Mammalian Selenoprotein Thioredoxin Reductase 1 (TrxR1): qHTS; AID 588453, 2011; hit rate 1% among 390,000; Potency, µM (highest dose often 114 µM), inactives show at the top dose activity change, negative = inhibition, most hits filed as inhibitors; recombinant rTrxR1, NADPH fluorescence consumption, selenite substrate; also: potency is read from the fitted curve at half-maximal effect; % is scaled to controls: 0 for no effect and ±100 for the full control effect; nearly all actives have a fitted effect of over 65% in size
Target sequence (O89049 whole entry, looked up): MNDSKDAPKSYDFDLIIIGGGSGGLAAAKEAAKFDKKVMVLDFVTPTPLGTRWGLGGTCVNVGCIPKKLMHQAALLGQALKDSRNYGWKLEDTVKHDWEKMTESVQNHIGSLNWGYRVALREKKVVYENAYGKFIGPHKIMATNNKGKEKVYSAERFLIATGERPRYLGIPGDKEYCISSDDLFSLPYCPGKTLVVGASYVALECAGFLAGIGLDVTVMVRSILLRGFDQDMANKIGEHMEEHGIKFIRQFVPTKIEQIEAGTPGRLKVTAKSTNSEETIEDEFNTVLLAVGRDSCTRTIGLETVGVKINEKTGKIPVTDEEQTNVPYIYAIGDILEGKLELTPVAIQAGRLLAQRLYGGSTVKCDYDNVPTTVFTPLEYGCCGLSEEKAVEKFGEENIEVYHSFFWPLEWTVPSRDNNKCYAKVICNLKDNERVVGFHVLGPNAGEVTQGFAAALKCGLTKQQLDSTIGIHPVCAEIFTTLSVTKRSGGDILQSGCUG
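Rat TrxR1 (90 nM in the dispensed reagent) was pre-reduced with 400 uM NADPH for 5 min at room temperature, then incubated with compound for 15 min. After 400 uM selenite was added, NADPH fluorescence (Ex 340/Em 450 nm) was followed for 8 min.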
USP1-UAF1 inh – Inhibitors of USP1/UAF1: Primary Screen. Ubiquitin carboxyl-terminal hydrolase 1 (Homo sapiens), O94782. recombinant USP1/UAF1, Ub-Rhodamine cleavage fluorescence. Potency, µM (titrated, usually from 57.1 µM), without a hit: at the highest dose activity change, negative = inhibition, usual class: inhibitors. hit rate 0.23% among 390,000. AID 743255, 2014; also: potency is read from the fitted curve at half-maximal effect; % is scaled to controls: 0 for no effect and ±100 for the full control effect; nearly all actives have a fitted effect of over 60% in size; inactives centre near -12
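In this screen, compounds sit with the deubiquitinase complex (1nM) for 15 min at room temperature before Ub-Rho is added at 150nM final. Fluorescence rise is then followed for 6 reads every 60 seconds.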
Pin1 inh – qHTS Assay to Find Inhibitors of Pin1; Peptidyl-prolyl cis-trans isomerase NIMA-interacting 1 (Homo sapiens), Q13526; Pin1 FP peptide displacement, HiFluor488, 10 min; Potency, µM (doses to about 115 µM), without a hit: top-dose activity, negative = inhibition, most hits filed as inhibitors; hit rate 0.009% among 390,000; AID 504891, 2011; active = well fitted inhibition curve with a large enough effect in the polarisation, with a control signal flat, not every such curve was filed as active; inconclusive = small, poorly fitted or top-dose-only effect, or effect the other way, or a change in a side signal; inactive = no such curve, though single readings can be large or run the other way; the % refers to the polarisation; also: potency is read from the fitted curve at half-maximal effect; % is scaled to controls: 0 for no effect and ±100 for the full control effect
mIDH1 inhibitor – qHTS for Inhibitors of mutant isocitrate dehydrogenase 1 (IDH1): qHTS. Isocitrate dehydrogenase [NADP] cytoplasmic (Homo sapiens), O75874. AID 602179, 2012. hit rate 0.093% among 390,000. Potency, µM (doses to about 76.6 µM), inactives show at the top dose activity change, negative = inhibition, hits mostly inhibitors. IDH1-R132H enzyme, NADPH consumption, diaphorase/resazurin fluorescence; also: potency is read from the fitted curve at half-maximal effect; % is scaled to controls: 0 for no effect and ±100 for the full control effect; nearly all actives have a fitted effect of over 65% in size
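IDH1-R132H (0.5 ug/mL) preincubated 30 min with compound, then NADPH (0.016 mM) and alpha-KG (2 mM) added; 80 min at RT, pH 7.5. Remaining NADPH coupled via diaphorase/resazurin to fluorescence (540/590 nm); concentration-response curves normalized to no-enzyme control.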
TrxR1 substrate – qHTS Assay for Substrates of Mammalian Selenoprotein Thioredoxin Reductase 1 (TrxR1): qHTS; purified TrxR1 substrate turnover, NADPH consumption readout; Potency, µM (doses to about 114 µM), without a hit: at the highest dose activity change, negative = substrate turnover; AID 588456, 2011; hit rate 0.01% among 390,000; Thioredoxin reductase 1, cytoplasmic (Rattus norvegicus), O89049; also: potency is read from the fitted curve at half-maximal effect; % is scaled to controls: 0 for no effect and ±100 for the full control effect; nearly all actives have a fitted effect of over 50% in size
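Rat TrxR1, dispensed at 90 nM, was prereduced with 400 uM NADPH (final) for 5 min at ~22 deg C, then incubated with compound 15 min before 400 uM selenite. A first-read NADPH fluorescence drop versus no-compound background flagged substrates.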
D2 antag – HTS Assay for Allosteric Antagonists of the Human D2 Dopamine Receptor: Primary Screen for Antagonists; inhibition, % at 10 µM; hit rate 2% among 340,000; D(2) dopamine receptor (Homo sapiens), P14416; AID 485344, 2010; HEK293 TREx D2 cells, calcium flux, dopamine EC80; in the data active = inhibition above about 30%; also: 0% is about no effect
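Calcium flux kinetic readout in an inducible HEK293 TREx D2 line plated overnight at 30 C. After 180 s compound exposure, an EC80 dopamine challenge follows with another 180 s kinetic read to detect antagonism.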
TRHR ag – qHTS for Small Molecule Agonists and Allosteric Enhancers of Human TRH Receptor: Primary Screen for Agonists; Thyrotropin-releasing hormone receptor (Homo sapiens), P34981; TRHR cells, calcium flux fluo-8, FDSS agonist mode; activation, % at 2 µM; hit rate 0.18% among 360,000; AID 493084, 2011; in the data active = activation above about 30%; also: 0% is about no effect
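Steps: seed TRHR cells overnight; add fluo-8 no-wash Ca dye, RT 30 min–1.5 h; record 10 s baseline; pin-transfer compounds; monitor fluorescence 1 cycle/s for the agonist window. Calcium increases flag candidate agonists.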
Starred values were filed as active, the others as inactive; u = inconclusive; x = not tested or not shown; & = joins results of further samples; [ ] = dose if it differs, or a comment. Unless noted, calls follow the shape of the dose curve; as a rule, active = well fitted inhibition curve with a large enough effect; inconclusive = small, poorly fitted or top-dose-only effect; inactive = no such curve, though single readings can be large or run the other way. A portion of the library; the hit share may differ from the screen's.

| molecule | TRHR enhancer | D2 ag | TrxR1 inh | USP1-UAF1 inh | Pin1 inh | mIDH1 inhibitor | TrxR1 substrate | D2 antag | TRHR ag |
| --- | --- | --- | --- | --- | --- | --- | --- | --- | --- |
| Cc1nc2ccc(NC(=O)c3cccc(S(=O)(=O)N(C)c4ccccc4)c3)cc2s1 | 4 | -2.3 | 18% | -15% | 60%[activator] | 5% | 7% | -6 | 0.5 |
| Cc1ccc(NC2CCCN(C(=O)c3ccc4[nH]ccc4c3)C2)cc1C (stereo not drawn) | -4 | 0.2 | -8% | -15% | 0% | 9% | 0% | -6 | 0.9 |
| CCn1c(SCC(=O)Nc2ccc(-c3nc4ccc(C)cc4s3)cc2)nnc1-c1ccccc1 | 0 | 0.3 | x | x | x | x | x | 5 | -0.2 |
| Cc1ccc(CNC(=O)C2CCCN2S(=O)(=O)c2ccc3c(c2)C(C)(C)C(=O)N3C)cc1 (stereo not drawn) | 1 | -0.4 | 14% | -30% | -3% | 17% | 6% | -5 | -1.1 |
| O=C(C1CCCN(S(=O)(=O)Cc2ccccc2)C1)N1CCc2ccccc21 (stereo not drawn) | -1 | -0.8 | 4% | -8% | u | 2% | 0% | -4 | 0.3 |
| CC(C)(C)c1ccc(OCCC(=O)OCC(=O)Nc2ccc(N3CCOCC3)cc2)cc1 | 4 | 0.2 | 3% | -22% | -3% | 5% | 2% | 2 | 0.4 |
| CCC1CN(C(=O)Nc2ccc(C)c(F)c2)c2ccccc2S1 (stereo not drawn) | -2 | -0.3 | -9% | -11% | 3% | -7% | -11% | x | -0.6 |
| COc1ccccc1N1CCN(CCCNC(=O)c2cnn(-c3ccccc3)c2C2CCN(C(=O)OC(C)(C)C)CC2)CC1 | 8 | 3.9 | 9% | -21% | -5% | -2% | 4% | x | -1.0 |
| CCOc1ccc(N(CC)C(=O)c2cc3c(=O)oc4ccccc4c3s2)cc1 | -1 | -0.2 | 10% | -15% | 1% | -3% | -3% | x | -0.1 |
| Cc1nn(S(=O)(=O)N2CCOCC2)c(C)c1Br | 2 | 0.1 | 13% | -23% | 2% | 7% | 1% | 1 | 0.0 |
| COCCNc1nc(NCc2ccccc2OC)c2cnn(C)c2n1 | -12 | 17 | 6%[57.1 µM] | -9% | -7% | x | 1%[57.1 µM] | x | -0.7 |
| CSCCCNC(=S)Nc1ccc(N2CCOCC2)cc1 | 43* | 0.6 | 12%[57.1 µM] | -9% | 3% | 4% | -2%[57.1 µM] | -9 | 0.1 |
| COc1cccc(CC(=O)OCc2csc(CC(=O)Nc3ccccc3C)n2)c1 | 2 | 0.6 | 5% | -11% | 11% | -4% | -14% | 16 | 0.3 |
| CCOC(=O)c1cc(OC(=O)c2ccc(OC)c(OC)c2)n(-c2ccccc2)n1 | -4 | -0.2 | u | u | 3% | -12% | 3% | x | -0.2 |
| O=C(COc1ccc(Br)cc1)NCCNC(=O)c1cccnc1 | -1 | 0.5 | 20% | -8% | 7% | 3% | 6% | -9 | 0.1 |
| CCOc1ccc2oc(=O)cc(CN3CCN(C(=O)c4cccc(F)c4)CC3)c2c1 | -6 | -0.3 | -4% | 10% | 5% | -8% | 4% | x | -1.5 |
| CC1CCN(Cc2nc3c(c(=O)n(C)c(=O)n3C)n2CCCc2ccccc2)CC1 | 0 | 0.6 | 22%[57.1 µM] | -4% | -7% | 9% | 11%[57.1 µM] | -6 | -0.4 |
| CN1C(=O)/C(=C/c2cn(CC(=O)NCc3ccco3)c3ccccc23)NC1=S | 3 | -0.2 | x | x | x | x | x | -16 | 2.4 |
| C=CCn1c(-c2c(C)nc3cc(C)ccn23)n[nH]c1=S | 12 | 1.1 | -11% | -4% | -3% | 7% | 11% | 36* | 0.8 |
| Cc1cccc(OCC(=O)NC(=S)N2CCCc3ccccc32)c1 | 2 | 0.6 | 12% | -4% | -18% | 4% | 6% | 2 | 0.2 |
| CC(C)Oc1ccc(C(=O)/C=C2/C(=O)Nc3ccccc32)cc1 | 6 | 1.7 | 1% | u | 2% | -3% | 1% | 0 | 0.3 |
| OCCN(/C=N/c1nc(-c2ccc(Br)cc2)cs1)CCO | 2 | -0.3 | -2% | -4% | -3% | 2% | -6% | -6 | -0.7 |
| COc1ccccc1-n1c2nc3ccccc3nc2c2c(=O)n(-c3cc(C)cc(C)c3)cnc21 | 2 | -1.1 | 9%[57.1 µM] | -3% | u | 4% | 4%[57.1 µM] | 10 | -0.4 |
| O=C(Cc1nn[nH]n1)Nc1cc(Cl)cc(Cl)c1 | 16 | 0.9 | 4% | -9% | 0% | 11% | 1% | 4 | -0.5 |
| COc1ccc(CCNC(=O)c2ccc(CNS(=O)(=O)c3cccc(Cl)c3)cc2)cc1OC | -2 | -1.9 | 19% | -17% | 2% | 1% | 6% | 2 | -1.5 |
| Cc1ccc(N2CC(C(=O)OCC(=O)c3ccc([N+](=O)[O-])cc3)CC2=O)cc1 (stereo not drawn) | -6 | x | 10% | -6% | -3% | 14% | 1% | x | -1.5 |
| Brc1c(CSc2nncn2-c2ccccc2)nc2ncccn12 | -8 | -0.4 | 19% | 0% | 0% | 2% | 214%[activator] | -16 | -0.6 |
| CCCNC(=O)NC(=O)CSc1nc2ccccc2n1CC(C)C | 4 | -1.3 | 12%[57.1 µM] | -1% | 0% | 0% | 0%[57.1 µM] | -5 | 0.8 |
| COc1ccc(C(CNC(=O)c2cccc(NS(=O)(=O)c3ccc(Br)cc3)c2)N(C)C)cc1 (stereo not drawn) | -1 | 1.5 | -2%[57.1 µM] | 0% | -2% | -5% | -3%[57.1 µM] | 8 | 0.2 |
| COc1ccc(/C=C/C(=O)NC(=S)NNC(=O)c2cccnc2)cc1 | -2 | 3.5 | -15% | -3% | -5% | 1% | -8% | 8 | -0.4 |
| Cc1ccc(Cl)cc1NC(=O)C1CCCN(S(=O)(=O)c2c(C)noc2/C=C/N(C)C)C1 (stereo not drawn) | -2 | -0.2 | 2% | -18% | 29% | -13% | -10% | x | 0.6 |
| N#Cc1c(-c2ccccc2)ccnc1N1CCOCC1 | -7 | 0.0 | 20%[57.1 µM] | -10% | -7% | 7% | -4%[57.1 µM] | -9 | -0.1 |
| O=C(Cn1cc(C(F)(F)F)ccc1=O)N1CCN(S(=O)(=O)c2ccccc2)CC1 | 40* | 0.2 | 4% | -7% | -9% | 4% | -8% | -17 | -0.8 |
| O=C1C2C3c4ccccc4C(c4ccccc43)C2C(=O)N1Cc1ccccn1 (stereo not drawn) | 0 | -0.2 | -9% | -19% | -1% | 0% | -1% | 1 | -0.5 |
| O=C(COC(=O)CCc1ccc(S(=O)(=O)N2CCOCC2)cc1)Nc1ccc(Cl)cn1 | -5&-3 | -0.1&-1.0 | 15%[57.1 µM] | -20% | -12% | 0% | -10% | -18&-3 | 0.3&0.0 |
| COc1cc(/C=C2\SC(=O)NC2=O)ccc1OCC(=O)N1CCOCC1 | x | x | -5%[57.1 µM] | -21% | -4% | 0% | 2%[57.1 µM] | x | x |
| CCC(C)NC(=O)CC1Oc2ccc(Cl)cc2NC1=O (stereo not drawn) | 1 | 0.2 | 13%[57.1 µM] | -10% | 0% | 0% | 13%[57.1 µM] | 17 | 1.5 |
| COc1ccc(-c2ccc3c(n2)sc2c(=O)[nH]c(=O)[nH]c23)cc1OC | -6 | 1.5 | x | x | x | x | x | -5 | 1.0 |
| COc1ccc(C(=O)Nc2ncc3c(n2)CC(C)CC3=O)cc1 (stereo not drawn) | -3 | -1.2 | -8% | -13% | 0% | -6% | -9% | -7 | 1.3 |
| CC(=O)N(CC(C)(C)CC=C(C)C)c1ccccc1 | 5 | 0.7 | x | x | x | x | x | -2 | -0.8 |
| COc1cccc(C(=O)Oc2ccc3c(C)cc(=O)oc3c2C(C)=O)c1 | -2 | x | 7% | -10% | 11% | -2% | 15%[57.1 µM] | x | 1.2 |
| O=C(COc1ccc2ccccc2c1)NNC(=O)Nc1ccc(F)cc1F | -1 | 0.8 | 5% | -17% | 17% | 2% | -3% | -4 | 0.3 |
| Nc1nc2ccccc2n1CCOc1ccc(Cl)cc1 | 9 | 2.1 | 15%[57.1 µM] | -7% | 2% | 10% | -9% | 3 | 0.7 |
| Cc1ccc(S(=O)(=O)CCC(=O)OCc2ccc(S(=O)(=O)C(C)C)cc2)cc1 | -2 | 0.8 | 8% | -1% | 7% | -8% | -1% | 1 | 0.2 |
| COc1ccc(-n2cc(-c3ccccc3)c3c(N4CCCC(C)C4)ncnc32)cc1 (stereo not drawn) | -6 | 0.0 | 12%[57.1 µM] | -20% | -7% | -5% | 2%[57.1 µM] | x | -0.4 |
| CCc1ccc(C2CC(c3ccccc3)Nc3nc(N)nn32)cc1 (stereo not drawn) | 3 | -0.3 | 21%[57.1 µM] | -19% | -10% | -6% | 8%[57.1 µM] | -13 | -0.9 |
